Screens deposited in PubChem by Sanford-Burnham Center for Chemical Genomics.
Mdm2-MdmX inh = disrupts the human Mdm2-MdmX interaction | O15151+Q00987 | inhibition, % at 8 µM | SaOS-2 split-luciferase Mdm2/MdmX complementation, luminescence | AID 485346 | 3% of 330,000 active;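 active = inhibition of at least 50% at 8 µM in the primary screen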
Target sequence (O15151 whole entry, looked up): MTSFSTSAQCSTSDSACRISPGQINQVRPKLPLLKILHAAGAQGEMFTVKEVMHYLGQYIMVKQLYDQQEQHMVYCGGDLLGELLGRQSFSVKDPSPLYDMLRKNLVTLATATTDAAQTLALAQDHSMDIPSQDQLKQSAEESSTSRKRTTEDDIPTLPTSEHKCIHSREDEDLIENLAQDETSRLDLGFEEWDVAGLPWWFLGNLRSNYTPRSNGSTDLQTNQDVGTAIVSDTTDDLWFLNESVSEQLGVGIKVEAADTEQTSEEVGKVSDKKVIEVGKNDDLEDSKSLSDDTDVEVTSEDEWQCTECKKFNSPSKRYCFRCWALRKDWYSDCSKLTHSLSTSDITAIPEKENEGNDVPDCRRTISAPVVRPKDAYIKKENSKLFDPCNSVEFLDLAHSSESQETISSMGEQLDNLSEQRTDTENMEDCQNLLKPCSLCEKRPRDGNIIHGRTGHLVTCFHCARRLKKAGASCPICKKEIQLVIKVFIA
Target sequence (Q00987 whole entry, looked up): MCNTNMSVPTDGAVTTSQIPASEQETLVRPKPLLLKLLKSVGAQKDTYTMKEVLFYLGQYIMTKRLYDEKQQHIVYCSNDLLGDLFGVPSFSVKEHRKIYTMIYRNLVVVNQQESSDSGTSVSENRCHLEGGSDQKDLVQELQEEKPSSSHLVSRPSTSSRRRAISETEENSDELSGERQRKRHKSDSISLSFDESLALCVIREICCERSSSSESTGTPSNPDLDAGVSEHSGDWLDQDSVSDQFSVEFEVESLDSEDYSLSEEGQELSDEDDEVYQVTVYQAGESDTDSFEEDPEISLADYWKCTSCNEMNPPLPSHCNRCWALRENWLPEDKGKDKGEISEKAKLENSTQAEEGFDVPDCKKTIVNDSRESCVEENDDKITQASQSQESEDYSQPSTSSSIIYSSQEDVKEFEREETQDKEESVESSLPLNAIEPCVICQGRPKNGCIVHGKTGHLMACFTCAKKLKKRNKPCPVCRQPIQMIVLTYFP
XBP1 UPR activ = activators of adaptive arm of unfolded protein response (XBP1); CHO-XBP1 luciferase reporter, IRE1-XBP1 UPR activation, luminescence; percent of tunicamycin response, DMSO as zero; activation, % at 20 µM; 0.33% of 330,000 active;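 active = versus positive control, 20 µM dose yields 30% or more activation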;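 also: 100% = tunicamycin at 10 µg/mL and 0% = DMSO only wells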
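Assay system: CHO-XBP1 luciferase reporter cells; Schedule: 6 h treatment, 37 °C; Detection: glow luminescence from Steady-Glo reagent; Benchmarks: high control tunicamycin 10 µg/mL final, low control DMSO vehicle only.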
Jurkat NFkB inh = lowers PMA/ionomycin-induced NF-kB signal in Jurkat cells. inhibition, % at 4 µM. PMA/ionomycin-induced NF-kB luciferase reporter, luminescence. AID 435003. 0.53% of 330,000 active; in the data active = inhibition above about 50%
tim10-1 inh = growth inhibitors of tim10-1 mutant yeast; S. cerevisiae tim10-1 ts strain growth, BacTiter-Glo, 24 h; inhibition, % at 20 µM; 2.2% of 330,000 active;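 active = inhibition of at least 40%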;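 also: mutant grown at 25 °C; 0% = DMSO wells with yeast and 100% = wells holding no yeast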
UPR CHOP act = apoptotic UPR (CHOP) activation | CHO-CHOP luciferase reporter, luminescence; percent of tunicamycin response over DMSO baseline | activation, % at 10 µM | 0.34% of 330,000 active;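 active = at 10 µM dose, activation of 40% or more, normalized to positive control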;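 also: 100% = tunicamycin at 10 µg/mL and 0% = DMSO alone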
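System: CHO-CHOP luciferase reporter cell line | Buffer or medium: F12 medium containing 10% fetal bovine serum | Doses: One dose, 10 µM in 0.5% DMSO | Times: 6 h compound exposure at 37 °C after overnight seeding | Signal: Luciferase luminescence | Read-out: % activation vs tunicamycin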
697 NFkB inh = lowers PMA/ionomycin-induced NF-kB signal in 697 B cells; 697 B-cell NF-kB luciferase reporter, 16 h; inhibition, % at 4 µM; 0.33% of 330,000 active; AID 435022; in the data active = inhibition above about 35%
TIM10 inh = growth inhibitors of TIM10 yeast strain; AID 463195; 1.4% of 330,000 active; S. cerevisiae TIM10 strain growth, BacTiter-Glo luminescence, 24 h; inhibition, % at 10 µM;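 active = inhibition of 40% or more at the single tested concentration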;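 also: wild-type TIM10 isogenic control strain grown at permissive 25 °C; 0% = DMSO yeast wells and 100% = minimal medium wells without yeast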
tim23-1 inh = growth inhibitors of tim23-1 mutant yeast | AID 463212 | 1.3% of 330,000 active | S. cerevisiae tim23-1 growth, BacTiter-Glo luminescence, 24 h | inhibition, % at 20 µM;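 active = growth inhibition of the mutant yeast at or above 50%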;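 also: temperature-sensitive mutant grown at 25 °C; plate controls were DMSO-treated mutant yeast for no effect and medium wells lacking yeast for full effect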
* marks the source's active call; other numbers are inactive results.

SMILES	Mdm2-MdmX inh	XBP1 UPR activ	Jurkat NFkB inh	tim10-1 inh	UPR CHOP act	697 NFkB inh	TIM10 inh	tim23-1 inh
Fc1ccc(CNCC2CCCO2)cc1 (stereo not drawn)	-7	-3	4	0	0.5	2	97*	0
Cc1ccc(-n2nnnc2SCC(=O)Nc2ccccc2-c2ccccc2)cc1C	13	-2	2	22	2.3	-12	21	18
O=C(NCCC(=O)N1CCN(c2ncccn2)CC1)c1ccccc1Cl	-5	0	16	6	-0.4	10	-7	13
COc1cc(/C=N/NC(=S)NC2CC3C=CC2C3)cc(OC)c1OC (stereo not drawn)	48	20	-2	11	2.9	16	49*	41
CCC(c1nnc(SCC(=O)N2CC3(C)CC2CC(C)(C)C3)o1)N(C)C (stereo not drawn)	-18	2	4	18	1.2	3	10	23
O=C(CSc1nnnn1-c1ccccc1Cl)Nc1ccc2c(c1)OCCO2	-8	-5	-4	15	-3.0	18	21	10
COc1cccc(NC(=O)CCc2ccccc2)c1	-6	3	-37	3	1.6	2	8	17
CC(C)C(NC(=O)c1c(F)cccc1F)C(=O)NCCc1ccc(S(N)(=O)=O)cc1 (stereo not drawn)	-1	-1	12	-17	0.1	2	1	3
O=C(Nc1ccc(Cl)cc1)C(c1ccccc1)N(CCO)CCO (stereo not drawn)	-20	1	-8	5	4.8	18	-3	4
Cn1c(SCC(=O)Nc2ccccc2)nc2ccccc2c1=O	19	-6	2	-23	-3.5	-27	-9	-8
CC(C)OC(=O)c1nnc(-c2ccccc2)nc1OC(C)C	-16	1	24	13	-0.4	4	7	31
CN(C)c1nc(N2CCN(c3ccccc3)CC2)c(C#N)c(=O)o1	-17	2	17	17	1.6	17	9	16
Cc1c(NC(=O)c2ccc(Cl)c(S(=O)(=O)N3CCCCC3)c2)c(=O)n(-c2ccccc2)n1C	13	-9	10	5	0.8	2	5	14
Cc1nc2ccccn2c1/C(O)=C1\C(=O)C(=O)N(CCN(C)C)C1c1ccco1 (stereo not drawn)	12	-2	6	9	1.2	9	-2	-4
O=C(OCC(=O)N1CCCCC1)c1cc(=O)[nH]c2ccccc12	11	-1	7	5	3.5	-28	-8	1

Sorted by count of non-hydrogen atoms (largest number first): six of the compounds above
SMILES	Mdm2-MdmX inh	XBP1 UPR activ	Jurkat NFkB inh	tim10-1 inh	UPR CHOP act	697 NFkB inh	TIM10 inh	tim23-1 inh
Cc1nc2ccccn2c1/C(O)=C1\C(=O)C(=O)N(CCN(C)C)C1c1ccco1 (stereo not drawn)	12	-2	6	9	1.2	9	-2	-4
O=C(CSc1nnnn1-c1ccccc1Cl)Nc1ccc2c(c1)OCCO2	-8	-5	-4	15	-3.0	18	21	10
O=C(NCCC(=O)N1CCN(c2ncccn2)CC1)c1ccccc1Cl	-5	0	16	6	-0.4	10	-7	13
O=C(Nc1ccc(Cl)cc1)C(c1ccccc1)N(CCO)CCO (stereo not drawn)	-20	1	-8	5	4.8	18	-3	4
O=C(OCC(=O)N1CCCCC1)c1cc(=O)[nH]c2ccccc12	11	-1	7	5	3.5	-28	-8	1
CC(C)OC(=O)c1nnc(-c2ccccc2)nc1OC(C)C	-16	1	24	13	-0.4	4	7	31

Other structures:
SMILES	Mdm2-MdmX inh	XBP1 UPR activ	Jurkat NFkB inh	tim10-1 inh	UPR CHOP act	697 NFkB inh	TIM10 inh	tim23-1 inh
CCN(CC)C(=O)CSc1nc(O)cc(=O)n1C	22	-2	3	7	-0.6	14	-2	23
Cc1ccc(C)c(Sc2ccc(NC(=O)CCl)cc2)c1	67*	4	23	57*	13	-132	51*	74*
COc1ccc(S(=O)(=O)N(C)C[C@H]2Oc3c(NC(=O)C4CC4)cccc3C(=O)N([C@H](C)CO)C[C@@H]2C)cc1	6	2	2	3	1.6	-16	0	8
Cc1ccc(CNC(=O)c2cc(-c3cc(C)cc(C)c3O)n[nH]2)cc1	24	-5	-3	7	-0.7	15	-7	1
CC1CCCCN1S(=O)(=O)c1ccc(C(=O)Nc2nnc(-c3cccs3)o2)cc1 (stereo not drawn)	-20	-3	10	7	8.7	-41	18	-2
CNC(=O)C1C2C=CC3(O2)C1C(=O)N(C1CC1)C3C(=O)NCc1ccc(OC)cc1 (stereo not drawn)	-38	-1	3	10	-0.6	20	5	0
O=C(NCC1CCCO1)c1ccccc1-c1nc(-c2ccccc2)no1 (stereo not drawn)	3	2	-20	16	-1.6	-14	-12	11
CCCCC(C(=O)NC1CCCC1)N(C(=O)c1snc(C(N)=O)c1N)c1ccc(F)cc1 (stereo not drawn)	16	-5	7	16	1.6	4	7	26
O=C1NC(=Nc2ccccc2Cl)S/C1=C\c1cccc([N+](=O)[O-])c1O	17	-2	13	31	1.3	7	14	34
CN(CC(=O)NC1CC(C)(C)NC(C)(C)C1)S(=O)(=O)c1cc(Cl)ccc1Cl	14	-1	-1	0	-0.7	3	7	-8
Cc1cc(N2CCCC2)ccc1/C=C1\NC(=S)N(C)C1=O	-127	2	-67	16	2.2	-19	38	19
Cc1ccc2c(c1)C(c1ccncc1)=NNC(c1ccccc1)=N2	-9	-1	-47	4	2.7	-46	18	35
COCCNc1nc(C)cc(-c2cc(C(=O)NC3CCCC3)on2)n1	-10	-3	-22	4	-2.7	4	7	17
N#Cc1c(Nc2ccccc2C(F)(F)F)s[nH]c1=O	-31	-2	5	17	-1.0	13	17	13
O=C(CCN1C(=O)/C(=C\c2ccccc2F)SC1=S)N1CCCCC1	93*	-6	19	30	43*	5	42*	44
CCc1ccc(C(=O)NNC(=O)Cn2c(=O)cnc3ccccc32)cc1	-17	1	-5	-21	1.9	-11	0	-10
CC(=O)Nc1sc(N/N=C\c2ccccc2)nc1-c1cccs1	-3	-2	-16	31	0.2	-4	17	20
CC(NCc1ccc(OCC(N)=O)cc1)C12CC3CC(CC(C3)C1)C2 (stereo not drawn)	17	-5	10	-3	-1.8	-2	-5	6
Cc1nn(CCC(N)=O)c2nc(-c3cccs3)cc(C(F)(F)F)c12	-2	2	-2	23	4.8	-3	12	27
C/C(=C\C(=O)Nc1nccs1)c1ccccc1	-57	0	-111	21	1.4	-75	3	18
COc1ccc(-n2c(=S)[nH]c3cc(C(=O)NCCCN4CCOCC4)ccc3c2=O)c(OC)c1	20	-3	5	13	0.2	9	-16	3
CCN(C(=O)COC(=O)c1c(NC(C)=O)sc(C)c1C)C1CCS(=O)(=O)C1 (stereo not drawn)	14	-1	3	6	1.2	12	12	9
COc1ccc(-c2c(-c3ccsc3)oc(=O)c3cc(OC)c(OC)cc23)cn1	-19	1	7	-6	0.3	-1	-7	24
COC(=O)C1=C(C)N(Cc2ccc(C)cc2)C(=O)C1	-12	-3	-5	19	0.0	5	8	19
CCCSc1nnc(Nc2ccccc2C)s1	3	-2	-51	25	4.3	-44	30	31
Cc1cc(C)n(C(=O)CN2C(=O)COc3ccccc32)n1	17	-2	10	16	0.8	13	9	13
O=C(NCCCn1ccnc1)c1nc(Cn2ccc([N+](=O)[O-])n2)no1	12	-1	3	16	1.1	15	7	2
COc1ccc(C)cc1-n1nnnc1SCc1cn2ccsc2n1	26	-6	1	-3	-0.8	25	-18	9
CCC(=O)Nc1nnc(S(=O)(=O)N(CC(C)C)c2ccccc2)s1	-13	2	8	-1	-0.9	8	15	11
COc1cc(/C=N/N2C(=O)CSC2=S)ccc1O	16	1	5	36	-2.4	7	21	24
O=C(C[C@@H]1C/C=C\C[C@H](NC(=O)OCC2c3ccccc3-c3ccccc32)C(=O)OC[C@@H]2CCCN2C1=O)N[C@H](CO)Cc1ccccc1	8	0	2	-5	0.9	8	7	-4
C=CCn1c(CCNC(=O)c2ccco2)nc2ccccc21	2	0	4	-5	-1.8	-8	-21	-1
COc1cccc(OCCOc2c(OC)cccc2OC)c1	-9	-2	-9	22	1.5	-47	-15	6
O=C(NC(NC(=S)Nc1ccccc1)C(Cl)(Cl)Cl)c1cccc(Cl)c1 (stereo not drawn)	93*	0	17	7	14	3	27	9
Cc1ccc(C(=O)NCCNc2nc3cc(C)c(C)cc3cc2C)cc1	65*	22	11	30	-1.2	-29	35	2
CCNC(=O)c1ccc(NC(=O)CC2SC(N3CCCC3)=NC2=O)cc1 (stereo not drawn)	-14	-1	-2	12	-1.1	-41	10	5
CC1=C(C(N)=O)C(c2ccncc2)n2nc(-c3ccccc3Cl)nc2N1 (stereo not drawn)	7	-2	4	1	-2.2	23	1	13
COc1ccc(NC(=O)N/C=C/c2ccccc2)cc1	-31	1	-30	-9	5.1	-33	-1	-8
Cc1[nH]n(-c2ccccc2)c(=O)c1C=Nc1cccc(F)c1	-37	2	-6	22	0.7	-14	11	24
CCN(C(=O)Cn1c(=O)oc2cc(S(=O)(=O)N3CCCC3)ccc21)c1ccc(OC)cc1	10	-2	12	9	1.5	8	10	4
O=[N+]([O-])c1ccc(N/N=C/c2ccccc2)cc1	-125	5	-70	41*	3.2	-38	12	44
Cc1nc2cc(NCc3nc4ccccc4n3Cc3ccccc3)ccc2n1C	-79	-3	-39	24	0.9	-247	-4	21
O=C(CCNC(=O)c1ccccc1Cl)N/N=C\c1ccc(O)cc1	11	1	3	12	-0.5	-10	10	-10
COc1ccc(C(C(=O)NC2CCCC2)N(CCCO)C(=O)Cn2nnc(-c3ccc(C)o3)n2)cc1 (stereo not drawn)	-6	-5	-53	13	0.8	-37	-3	10
Cc1cccc(C(=O)Nc2ccccc2C(=O)OCC(=O)Nc2ccc(C#N)cc2)c1	1	3	0	43*	3.2	-49	38	20

Sorted by the number under XBP1 UPR activ (smallest number first): three from the list above.
smiles,XBP1 UPR activ
CC1=C(C(N)=O)C(c2ccncc2)n2nc(-c3ccccc3Cl)nc2N1 (stereo not drawn),-2
O=C(C[C@@H]1C/C=C\C[C@H](NC(=O)OCC2c3ccccc3-c3ccccc32)C(=O)OC[C@@H]2CCCN2C1=O)N[C@H](CO)Cc1ccccc1,0
COc1ccc(NC(=O)N/C=C/c2ccccc2)cc1,1

Other records:
SMILES	Mdm2-MdmX inh	XBP1 UPR activ	Jurkat NFkB inh	tim10-1 inh	UPR CHOP act	697 NFkB inh	TIM10 inh	tim23-1 inh
Cc1cc(NC(=O)CSc2nc(C)c(C)n2CC(C)C)no1	-12	-1	1	12	-0.7	-7	-3	0
COc1cc(OC)cc(C(=O)NCC(=O)NC(C)c2ccccc2)c1 (stereo not drawn)	1	5	-70	-5	-0.9	-33	11	16
CC1CN(C(=S)SCC(=O)c2ccc(Cl)cc2)CC(C)O1 (stereo not drawn)	-31	1	-13	17	4.0	-10	9	10
CCOc1ccccc1N1CCN(CC(=O)N(C2CCCC2)C2CCS(=O)(=O)C2)CC1 (stereo not drawn)	-8	-4	3	-11	-1.0	16	6	7
CCCc1sc(N/N=C/c2ccccn2)nc1-c1ccc(Br)cc1	75*	8	-49	3	18	-89	17	38
COc1ccc(Cn2nnnc2C(c2cccs2)N2CCOCC2)cc1 (stereo not drawn)	19	-1	8	23	-1.6	1	1	9
CC(C)Cc1cc(C(=O)Nc2sc3c(c2C#N)CCC3)no1	0	1	0	-4	-1.1	-10	3	27
COc1cccc(-c2csc(N3CCN(C(=S)Nc4cccc(C)c4)CC3)n2)c1	1	-3	-12	3	0.7	-4	4	19
CC(C)C(c1nnnn1CC1CCCO1)N1CCN(C2CCCC2)CC1 (stereo not drawn)	-2	-5	-25	8	0.3	-4	-2	14
O=C(COc1ccccc1)NCc1nnc2c3ccccc3c(-c3ccccc3)nn12	8	-1	-19	30	-0.3	-33	37	27
CCN1CCCC1Cn1cnc2c([nH]c3ccc(C)cc32)c1=O (stereo not drawn)	1	-1	-12	18	-2.3	13	-3	13
CCN(CC)c1ccc(C(=O)NNC(=O)c2ccc3c(=O)n4c(nc3c2)CCC4)cc1	16	-3	-3	-15	0.4	18	-10	-6
N/C(=N\OC(=O)COc1ccccc1)c1ccncc1	-16	-1	-14	-3	1.4	-14	4	-7
CS(=O)(=O)N(CC(=O)N1CCN(c2ccccc2)CC1)c1cccc(Br)c1	21	3	-1	24	2.3	6	9	12
O=C(NNC(=O)c1cc2cc3ccccc3nc2s1)c1cccc(C(F)(F)F)c1	21	2	-10	9	-0.1	-8	5	-14
